M. tuberculosis: growth inhibition of non-replicating M. tuberculosis (AID 488890). Mycobacterium tuberculosis non-replicating, growth inhibition; higher % means a stronger effect. one-dose inhibition, % at 25 µM; IC50 in µM for titrated hits. hit rate 0.39% among 320,000; in the data active = a potency from the dose series; inconclusive = inhibition mostly from about 82% at the one dose, without a potency; inactive = the rest, 99 in 100 with inhibition below about 76%;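 note: plate controls were DMSO cells for no effect and high antibiotic wells for full effect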
inhibitors of VEEV: inhibitors of VEEV TC-83 cytopathic effect, confirmation, Vero cells (AID 588727) | hit rate 0.13% among 350,000 | inhibition, % at 20 µM; hits with a dose series show IC50 in µM | Vero cells, VEEV TC-83 cytopathic effect inhibition; higher % means a stronger effect; in the data active = a potency from the dose series; inconclusive = inhibition mostly from about 14% at the one dose, without a potency; inactive = the rest, 99 in 100 with inhibition below about 12%; note: strong numbers were not always called active
M. tuberculosis HTS: M. tuberculosis growth inhibition, HTS (AID 449762). M. tuberculosis H37Rv growth inhibition, 7H9 media; higher % means a stronger effect. inhibition, % at 25 µM, or IC50 in µM where a hit was titrated. hit rate 0.59% among 330,000; in the data active = a potency from the dose series; inconclusive = inhibition above about 70% without an active follow-up result;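 note: bacterial growth assessed after seven days of incubation; strong numbers were not always called active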
Salmonella PhoP GFP: PhoP regulon inhibitors, Salmonella typhi PhoP promoter GFP reporter, confirmatory (AID 1850); Salmonella Typhi PhoP-promoter GFP reporter, fluorescence, 4 h; higher % means a stronger effect; inhibition, % at 50 µM; hits with a dose series show IC50 in µM; hit rate 0.33% among 310,000; in the data active = a potency from the dose series; inconclusive = inhibition mostly from about 25% at the one dose, without a potency; inactive = the rest, 99 in 100 with inhibition below about 19%;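 note: 0% = induced wells with vehicle and 100% = uninduced wells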
H1N1 NS1A inhibition: NS1A inhibition, H1N1 influenza, cell based functional assay (AID 504329); NS1A functional cell-based assay, percent inhibition; higher % means a stronger effect; one-dose inhibition, % at 12.5 µM; IC50 in µM for titrated hits; hit rate 0.3% among 340,000; in the data active = a potency from the dose series; inconclusive = inhibition above about 27% without an active follow-up result; note: strong numbers were not always called active
inhibitors of VEEV 10K pilot screen: recorded beside inhibitors of VEEV, whose call it bears; inhibition, %; measured here: 10K pilot screen inhibition
* marks the source's active call; other numbers are inactive results; i = inactive; ? = inconclusive; . = no result given; & = joins results of further samples. An unsorted share of the library (roughly 1.5% active in at least one column).

SMILES	M. tuberculosis	inhibitors of VEEV	M. tuberculosis HTS	Salmonella PhoP GFP	H1N1 NS1A inhibition	others
CC(=O)NC12CC3CC(CC(CC(=O)O)(C3)C1)C2	-10%	0.5%	-10%	5%	4%
COc1ccc(C=Nc2cccc3c(=O)[nH][nH]c(=O)c23)c2ccccc12	6%	6.7%	-1%	-1%	-2%
COc1ccc(NC(=O)c2ccc(COc3ccc(C)cc3)o2)cc1	?	0.4%	16%	4%	-5%
CCn1cc(C(=O)N2CCN(c3ccc(F)cc3)CC2)c2cc(OC)c(OC)cc2c1=O	6%	i	-3%	23%	10%
Cc1nnc(SCC(=O)Nc2cccc(C(F)(F)F)c2)n1Cc1ccco1	13%	2.5%	-4%	3%	20%
Cc1cn(CC(=O)NCCNc2ccc([N+](=O)[O-])cn2)c(=O)[nH]c1=O	.	i	.	.	-2%
CC(C)CCn1c(SC(C)C(=O)NC2CC2)nc2ccccc2c1=O (centres undefined)	0%	5.5%	-10%	3%	-6%
COc1ccc(NC(=O)Cn2c(=O)n(CC3CCCO3)c(=O)c3ccccc32)c(OC)c1 (centres undefined)	-6%	0.5%	-2%	-12%	10%
Cc1ccc(C2C(C(=O)c3ccco3)=C(O)C(=O)N2c2ncccn2)cc1 (centres undefined)	12%	2.5%	-9%	-7%	-15%
COc1ccc(C)cc1S(=O)(=O)N1CCN(C/C=C/c2ccccc2)CC1	40%	2.7%	-10%	.	-2%
O=C(COC(=O)c1ccc[nH]c1=O)Nc1cc(S(=O)(=O)N2CCCCCC2)ccc1Cl	.	i	.	.	-5%
CCC(=O)c1cn(CC(=O)NCc2ccco2)c2ccccc12	18%	0.9%	4%	-1%	-12%
CC(C)(C)NC(=S)N/N=C\c1ccc(-c2ccc([N+](=O)[O-])cc2)o1	78%	11%	15%	6%	.
CCCC(=O)Nc1ccc(C(=O)N2CCCC2)cc1	-16%	i	-1%	-1%	-1%	inhibitors of VEEV 10K pilot screen=0.4
O=S(=O)(Nc1ccc(O)c(Sc2nc3ccccc3s2)c1)c1cccc2ccccc12	-10%	12%	0%	-6%	0%
COc1ccccc1C(CNC(=O)c1ccc(C)c(S(=O)(=O)N2CCCCC2)c1)N1CCCC1 (centres undefined)	.	0.8%	.	.	-1%
CC(=NCc1cccnc1)c1c(O)n(-c2ccc(C)cc2)c(=O)[nH]c1=O	2%	i	-7%	11%	-3%
COC(=O)c1cc(C#N)c(SCc2ccccc2)nc1C	0%	4.0%	-8%	-8%	-8%
CCCCOC(=O)Nc1ccc(N2CCOCC2)cc1	10%	i	-3%	-1%	4%
COc1ccc(C(=O)NNC(=O)c2ccccn2)cc1	13%	0.9%	5%	-2%	-10%

Next part, starting with the last 5 of the part before.
SMILES	M. tuberculosis	inhibitors of VEEV	M. tuberculosis HTS	Salmonella PhoP GFP	H1N1 NS1A inhibition	others
COc1ccccc1C(CNC(=O)c1ccc(C)c(S(=O)(=O)N2CCCCC2)c1)N1CCCC1 (centres undefined)	.	0.8%	.	.	-1%
CC(=NCc1cccnc1)c1c(O)n(-c2ccc(C)cc2)c(=O)[nH]c1=O	2%	i	-7%	11%	-3%
COC(=O)c1cc(C#N)c(SCc2ccccc2)nc1C	0%	4.0%	-8%	-8%	-8%
CCCCOC(=O)Nc1ccc(N2CCOCC2)cc1	10%	i	-3%	-1%	4%
COc1ccc(C(=O)NNC(=O)c2ccccn2)cc1	13%	0.9%	5%	-2%	-10%
COc1ccc(OCC(=O)N2CCN(C(=O)c3cccc(F)c3)CC2)cc1	-9%	0.8%	-9%	-15%	3%
COc1cccc(CNC(=O)c2ccccc2C(=O)NC(C)(C)C(=O)NCc2cccc(OC)c2)c1	12%	2.8%	7%	7%	-31%
COc1ccc(NC(=O)NCCCN2CCCC2=O)c(OC)c1	7%	i	2%	3%	-4%
Cc1cccc(NC(=O)c2ccc(S(=O)(=O)NCc3cccnc3)cc2)c1C	-3%	0.7%	0%	-6%	-10%
Nc1nnc(SCCOc2ccc(Br)cc2)s1	33%	i	16%	4%	-1%
CCCCC(CCC(=O)Nc1cc([N+](=O)[O-])ccc1O)C(=O)O (centres undefined)	1%	0.6%	-7%	6%	-12%
CC(OC(=O)c1ccccc1)C(=O)NCCC1=CCCCC1 (centres undefined)	60%	i	10%	-11%	5%
CCOc1ccc(-c2nnc(-c3ccccc3)n2-c2ccccc2)cc1	-1%	5.5%	6%	3%	-6%
CCCN(CCC)C(=O)CSc1nc2c(sc(=S)n2-c2ccc(OCC)cc2)c(=O)[nH]1	10%	2.7%	-3%	-6%	4%
COc1ccc(C(=O)Nc2cccc(/C=C(/CCC(=O)O)c3nc4ccccc4s3)c2)cc1	.	9.8%	.	.	0%
O=C(Oc1ccccc1)N(c1ccccc1)c1ccccc1	0%	i	-3%	6%	.
CSc1nc(Oc2ccc(F)cc2F)cc(C(F)(F)F)n1	7%	i	3%	9%	-25%
O=S1(=O)CCOCCCN1Cc1cccc(C(F)(F)F)c1	-7%	0.8%	-6%	-4%	6%
C/C(=N\N=C(/N)SC1CC(=O)N(c2cccc(Cl)c2)C1=O)c1cccs1 (centres undefined)	9%	9.1%	15%	20%	-1%
CCCOC(=O)C1C2c3ccccc3C(c3ccccc32)C1C(=O)O (centres undefined)	-9%	7.3%	-3%	-4%	4%
CC(=O)Nc1ccc(OC(=O)c2cc3ccccc3oc2=O)cc1	-17%	3.0%	-11%	0%	-11%
CC1CCc2cc(F)ccc2N1C(=O)CSc1nnc(-c2cccs2)n1C (centres undefined)	-1%	1.8%	4%	1%	-3%	inhibitors of VEEV 10K pilot screen=0.2
CCC(NC(=O)Cc1c(C)c2c(cc(C)c3c(C)c(C)oc32)oc1=O)C(=O)O (centres undefined)	-8%	i	0%	13%	-10%
COc1ccc([N+](=O)[O-])cc1NC(=O)CCc1ccccc1	2%	9.0%	5%	-3%	0%
CC1(C)Cc2cccc(OCC(=O)N3CCN(S(=O)(=O)c4ccc(F)cc4)CC3)c2O1	15%	4.7%	-7%	14%	5%

A portion from further up, as a working copy:
SMILES	M. tuberculosis	inhibitors of VEEV	M. tuberculosis HTS	Salmonella PhoP GFP	H1N1 NS1A inhibition	others
CC(=O)NC12CC3CC(CC(CC(=O)O)(C3)C1)C2	-10%	0.5%	-10%	5%	4%
COc1ccc(C=Nc2cccc3c(=O)[nH][nH]c(=O)c23)c2ccccc12	6%	6.7%	-1%	-1%	-2%

Further records follow:
SMILES	M. tuberculosis	inhibitors of VEEV	M. tuberculosis HTS	Salmonella PhoP GFP	H1N1 NS1A inhibition	others
CCn1ncc(Br)c1C(=O)Nc1ccc2c(c1)OCCO2	-5%	1.4%	2%	4%	-1%
O=C(CSc1nnc(-c2cccnc2)n1Cc1ccco1)NCc1ccc2c(c1)OCO2	-5%	0.2%	-8%	6%	0%
O=C(O)c1cc(N/N=C2/CC(c3ccccc3)Oc3ccccc32)ccc1Cl (centres undefined)	-1%	1.1%	8%	-5%	3%
Cc1cc(S(=O)(=O)N2CCOCC2)ccc1OCC(=O)N1CCC(C)CC1	4%	0.9%	-2%	1%	-8%
CC1(C)C2CC=C(CN3CCOCC3)C1C2 (centres undefined)	-8%	1.6%	-12%	-4%	-4%
CN1CCN(C(=O)c2ccc(NS(=O)(=O)c3cccc([N+](=O)[O-])c3)cc2)CC1	.	3.9%	.	.	-6%
O=C(Nc1cc(C(F)(F)F)ccc1-n1cnc2ccccc21)c1ccccc1	38%	i	-7%	1%	18%
Cc1cc(C)c(C#N)c(OCC(=O)Nc2ccccc2)n1	-7%	0.8%	-4%	4%	-6%
Cc1sc2ncnc(NC3CCN(Cc4ccccc4)CC3)c2c1C	37%	i	-8%	0%	17%
COc1ccccc1N(CC(=O)Nc1c(C)cccc1C)S(C)(=O)=O	-3%	0.5%	-7%	4%	5%
CCOC(=O)C1(Cc2ccccc2)CCN(Cc2cccn2-c2nccs2)CC1	21%	i	-2%	4%	11%
Cc1ccc(NNS(=O)(=O)c2ccc(C)cc2)cc1	-7%	i	-8%	54µM*	12%
O=C(OCc1cc2ccccc2[nH]c1=O)c1ccccc1	-12%	2.2%	0%	-10%	-5%
O=c1[nH]c(SCCN2CCOCC2)nc(O)c1-c1ccccc1	20%	i	?	3%	-5%
O=C(CCSc1ccccc1)NCCSCc1ccccc1	79%	1.0%	10%	-5%	-18%
Cc1ccc(C(=O)c2cc([N+](=O)[O-])ccc2N2CC(C)OC(C)C2)cc1 (centres undefined)	22%	5.3%	8%	3%	21%
O=C(Cn1nnc2ccccc21)c1ccc(Cl)cc1	63%	0.7%	-8%	3%	1%
CCCC(=O)Nc1nc2ccc(OC)cc2s1	.	5.4%	2%	.	1%
Cc1ccc(NC(=O)CN(C)C(=O)c2ccc(S(=O)(=O)N(C)c3ccccc3)cc2)cc1	-1%	5.9%	4%	-7%	-6%
CCOC(=O)c1cc2c(=O)n3ccccc3nc2n(CC(C)C)c1=NC(=O)c1ccco1	4%	7.1%	5%	-4%&-7%	-1%
CC(C)C1Oc2ccccc2N(CC(=O)NCCCN2C(C)CCCC2C)C1=O (centres undefined)	8%	0.3%	-8%	-6%	1%
CN(C/C=C/c1ccccc1)Cc1cccc2ccccc12	21%	i	8%	9%	-4%
CC(C)(C)c1ccc(CN2C3=NCCCN3c3ccccc32)cc1	?	i	11%	10%	3%
COc1ccc(N2CCN(C(=O)Nc3ccccc3C)CC2)cc1	25%	0.8%	0%	-4%	7%	inhibitors of VEEV 10K pilot screen=0.1
CCN(C(=O)CSc1nnc(-c2ccco2)n1Cc1ccccc1)C1CCS(=O)(=O)C1 (centres undefined)	-13%	0.9%	2%	.	11%
O=C(CCCC(=O)N1CCCc2ccccc21)N1CCCc2ccccc21	16%	8.0%	10%	5%	-4%	inhibitors of VEEV 10K pilot screen=3.9
COC(=O)CC1C(=O)NCCN1C(=S)NC(=O)C(c1ccccc1)c1ccccc1 (centres undefined)	14%	i	-3%	-3%	-2%
CC(C)N1C(=O)CCC1C(=O)N1CCN(c2ccc(F)cc2)CC1 (centres undefined)	-4%	1.3%	-5%	-7%	-2%
CN(C)CC(O)COc1ccc(-c2ccc(C#N)cc2)cc1 (centres undefined)	49%	.	-5%	0%	.
Cn1c(=O)c2cnc(-c3ccc(C(F)(F)F)cc3)nc2n(C)c1=O	-12%	2.6%	-4%	-5%	2%
CN(CCNC(=O)CN1C(=O)CSc2ccc(S(=O)(=O)N3CCCC3)cc21)Cc1ccccc1	10%	0.3%	-3%	-11%	9%
CCc1noc(C)c1C(=O)OCC(=O)Nc1cccc(C)c1	69%	1.9%	-6%	.	-11%
O=C(CSc1nnc(CNc2ccc(Cl)cc2)o1)Nc1nc2c(s1)CCCC2	3%	10%	3%	2%	-1%
O=C(CN1CCCCC1)Nc1cccc(Br)c1	3%	2.1%	-10%	3%	-12%
Cc1ccc(C)c(SCC(=O)OCC(=O)NCCNC(=O)COC(=O)CSc2cc(C)ccc2C)c1	7%	6.1%	-2%	-8%	8%
C=CCOC(=O)C1=C(C)NC(=O)NC1c1cc(Cl)cc(Cl)c1OC (centres undefined)	18%	0.8%	7%	2%	-7%
COc1cc(OC)cc(C(=O)NCc2ccc3c(c2)cc(C)n3C)c1	79%	5.2%	55%	0%	21%
COc1ccccc1N1CCN(C(=O)C2Cc3ccccc3CN2C(=O)c2ccco2)CC1 (centres undefined)	7%	0.2%	-1%	.	-14%
O=C(CSc1nnc2c(n1)[nH]c1ccccc12)Nc1nncs1	-4%	0.1%	7%	13%	-9%
COc1ccc(C)cc1NC(=O)CNC(=O)[C@@H]1Cc2ccccc2CN1	6%	0.7%	-5%	9%	6%
CN(C)C(=O)Oc1ccc(OCc2n(C)c3ccccc3[n+]2C)cc1	-11%	0.8%	-1%	-10%	1%
Cc1nn(-c2ccc(F)cc2)c2sc(C(=O)O)cc12	12%	i	17%	5%	-5%
CCN(CC(=O)Nc1ccc(NC(C)=O)cc1)C(=O)/C=C/c1cccs1	-16%	i	-10%	-6%	2%
COc1ccc(OC)c(-c2csc(NC(=O)Cc3cc(OC)c(OC)c(OC)c3)n2)c1	6%	1.2%	-1%	6%	8%
CC1CCC2(CC1)NC(=O)N(CC(=O)c1ccc(CNC(=O)C(C)(C)C)s1)C2=O (centres undefined)	23%	2.7%	-9%	.	-15%
CC(C)CSc1ccc(S(=O)(=O)NCC(=O)O)cc1[N+](=O)[O-]	.	2.0%	.	.	7%
O=C(N/N=C/c1ccc(OC(=O)c2cccc(Br)c2)cc1)c1cccnc1	?	0.7%	66%	4%	-29%
COc1ccccc1NS(=O)(=O)c1cc(N2Cc3ccccc3C2=N)ccc1N1CCOCC1	63%	2.0%	10%	8%	4%

From PubChem
